HRas wt GTP: human HRas wildtype GTP binding, change in either direction | P01112 | GTP binding activity, % at 10 µM | actives 0.14% (n = 190,000) | GST-Ras wt beads, Bodipy-FL-GTP binding, flow cytometry; actives lie on both sides;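 active means GTP binding activity at least 20% away from the 100% baseline, either lowered as inhibitor or raised as activator; inconclusive means flagged as likely green fluorescent, judged across all proteins in the well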;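 further: 0% = unlabeled GTP competition control and 100% = no-compound control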
Target sequence (P01112 whole entry, looked up): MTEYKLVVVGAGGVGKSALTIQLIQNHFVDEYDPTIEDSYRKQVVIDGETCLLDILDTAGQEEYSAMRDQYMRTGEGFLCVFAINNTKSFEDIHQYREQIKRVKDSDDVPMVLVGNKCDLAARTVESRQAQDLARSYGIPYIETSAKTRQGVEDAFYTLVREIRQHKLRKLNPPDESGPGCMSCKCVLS
Rac1 wt GTP bind: alters GTP binding to wildtype human Rac1; actives 0.27% (n = 190,000); P63000; GTP binding activity (% of control), % at 10 µM; GST-Rac1 beads, fluorescent GTP binding, flow cytometry; actives lie on both sides; 0 = cold GTP competed, 100 = untreated; AID 757;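 active means GTP binding activity at least 20 points away from the 100% control level, either lower or higher; inconclusive means compound flagged as likely green fluorescent, judged across all proteins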
Cdc42 wt: modulators (inhibitors or activators) of GTP binding to human Cdc42 wildtype; P60953; GST-Cdc42 beads, Bodipy-GTP binding, flow cytometry; actives lie on both sides; percent activity (GTP binding), % at 10 µM; actives 0.2% (n = 190,000); AID 761;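 active means percent activity GTP binding at least 20 points away from the 100% baseline, either down as inhibitor or up as activator; inconclusive means compound flagged as likely green fluorescent from well-wide comparison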;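 further: median bead fluorescence of bound Bodipy-FL-GTP at 100 nM; 0% = excess unlabeled GTP control and 100% = no compound control; below 100% means less GTP binding so inhibitor and above means activator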
Target sequence (P60953 whole entry, looked up): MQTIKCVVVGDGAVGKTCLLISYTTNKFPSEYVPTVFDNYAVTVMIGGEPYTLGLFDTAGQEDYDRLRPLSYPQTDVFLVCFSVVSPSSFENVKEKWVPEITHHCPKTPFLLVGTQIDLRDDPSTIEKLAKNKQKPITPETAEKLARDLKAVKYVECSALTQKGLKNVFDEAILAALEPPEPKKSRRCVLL
Pf gametocyte: inhibitors of late stage P. falciparum gametocyte viability | P. falciparum stage V gametocytes, ATP luminescence, 24 h | inhibition, % at 10.9 µM | actives 0.065% (n = 150,000);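 active means inhibition above the mean plus 3 SD of compounds within the control limits, set per campaign, cut at about 38% in these data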;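 further: 0% = DMSO wells and 100% = medium only without gametocytes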
Rab2 wt GTP: changes GTP binding to wildtype dog Rab2A, up or down; P61105; GST-Rab2 wt beads, Bodipy-GTP binding, flow cytometry; GTP binding activity, % at 10 µM; actives 0.19% (n = 190,000); AID 760;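 active means GTP binding activity at least 20 points away from 100%, either lowered or raised; inconclusive means signal likely due to the compound's own green fluorescence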;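 further: 0% = beads with excess unlabeled GTP and 100% = no-compound control corrected for plate trend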
ABCG2 block: blocks JC-1 efflux by human ABCG2 transporter; Q9UNQ0; IgMXP3 cells, flow cytometry; inhibition, % at 6.6 µM; actives 0.1% (n = 190,000); AID 1325;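 active means inhibition above 80%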;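 further: 0% = DMSO and 100% = nicardipine control wells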
Target sequence (Q9UNQ0 whole entry, looked up): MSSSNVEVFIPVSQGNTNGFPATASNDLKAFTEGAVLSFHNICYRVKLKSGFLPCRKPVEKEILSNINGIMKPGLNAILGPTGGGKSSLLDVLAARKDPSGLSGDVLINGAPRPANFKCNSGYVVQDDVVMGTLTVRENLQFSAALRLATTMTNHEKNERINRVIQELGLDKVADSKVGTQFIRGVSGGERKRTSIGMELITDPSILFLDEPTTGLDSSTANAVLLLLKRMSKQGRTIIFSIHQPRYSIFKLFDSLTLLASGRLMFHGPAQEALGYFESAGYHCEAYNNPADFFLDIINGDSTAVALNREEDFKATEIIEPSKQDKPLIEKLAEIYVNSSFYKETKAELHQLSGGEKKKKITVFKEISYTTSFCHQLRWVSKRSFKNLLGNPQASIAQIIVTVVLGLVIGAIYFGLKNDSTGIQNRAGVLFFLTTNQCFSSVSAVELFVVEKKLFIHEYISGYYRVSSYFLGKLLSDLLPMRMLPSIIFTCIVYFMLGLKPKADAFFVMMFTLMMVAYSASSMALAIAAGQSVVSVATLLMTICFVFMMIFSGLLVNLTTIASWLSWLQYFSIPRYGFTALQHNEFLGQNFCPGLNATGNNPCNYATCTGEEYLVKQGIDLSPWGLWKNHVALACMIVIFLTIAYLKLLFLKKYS
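Times: 10 min at 25 °C | Test system: Two drug-resistant human cell lines, ABCG2 and ABCB1 | Quantity: 3 million cells/mL final, two lines in 1:1 ratio | Signal: Flow cytometry, 530 nm JC-1 signal | Dosing: Compound at 6.6 µM | Controls: Nicardipine and DMSO wells | Reagent: JC-1 as fluorescent efflux pump substrate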
Avidin fluor: avidin bead compound fluorescence profile; Avidin beads, compound fluorescence 488/530 nm, flow cytometry; hits give high values; actives 0.38% (n = 220,000); AID 1775; fluorescence (KMESF) at 10 µM; in the data active means fluorescence above about 47; further: inactives centre near 10
GSH fluor: compound fluoresces at 488/530 nm on GSH beads | GSH beads flow cytometry, compound fluorescence 488/530 nm; hits give high values | fluorescence (KMESF) at 10 µM | actives 0.25% (n = 190,000); in the data active means fluorescence above about 89;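 further: glutathione beads carrying GST-tagged Bcl family fusion proteins plus one bare bead set; values are compound well signal with DMSO vehicle wells as background; inactives centre near 16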
ABCB1 inh: human ABCB1 inhibition, ABCG2 as counter-screen | CCRF-Adr cells, JC-1 efflux, flow cytometry | inhibition, % at 6.6 µM | actives 0.067% (n = 190,000) | AID 1326; in the data active means inhibition above about 40%;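 further: 0% = vehicle and 100% = reference inhibitor; higher value means more JC-1 retained so stronger ABCB1 efflux block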
Rab7 wt modul: dog Rab7 wildtype GTP binding, inhibitors and activators; GST-Rab7 beads, fluorescent GTP binding, flow cytometry; actives lie on both sides; untreated = 100%, excess cold GTP = 0%; GTP binding activity (percent of control), % at 10 µM; actives 0.055% (n = 190,000);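 active means fluorescent GTP binding to Rab7 beads changed by at least 20 points from the 100% baseline, either direction, mostly lower; inconclusive means compound itself probably fluorescent, or too few beads counted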;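 further: median green fluorescence of bound Bodipy-FL-GTP per Rab7 bead population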
Rac1 act GTP bind: modulators of GTP binding to human Rac1 activated mutant | P63000 | GST-Rac1 activated beads, fluorescent GTP binding, flow cytometry; actives lie on both sides; 100% means binding = to untreated wells | percent activity (GTP binding), % at 10 µM | actives 0.11% (n = 190,000) | AID 764;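 active means GTP binding at least 20 percentage points away from the 100% baseline, in either direction, so actives lie on both sides; inconclusive means Compound likely fluorescent itself, or too few beads counted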
The depositor's hits bear a star; ? = inconclusive; / = not tested or not shown.

SMILES | HRas wt GTP | Rac1 wt GTP bind | Cdc42 wt | Pf gametocyte | Rab2 wt GTP | ABCG2 block | Avidin fluor | GSH fluor | ABCB1 inh | Rab7 wt modul | Rac1 act GTP bind
Cc1nn2c(C)c(C(=O)Nc3ccccc3)cnc2c1C#N | 95 | 95 | 96 | 5 | 96 | 6 | 13 | 35 | 0.5 | 99 | 94
CCOC(=O)N1CCC(Nc2ncnc3c2cnn3-c2ccc(Cl)cc2)CC1 | 102 | 105 | 104 | / | 102 | 0 | 10 | 12 | -0.1 | 99 | 101
COCCOC(=O)c1sc(=S)n(CCOC)c1N | 103 | 104 | 102 | / | 96 | 1 | 20 | 9 | 0.3 | 102 | 95
O=C1CN(C(=O)c2ccccc2)c2ccccc2N1 | 103 | 106 | 106 | / | 101 | 1 | 14 | 34 | 0.4 | 100 | 103
OC(CNCCc1ccc(C(F)(F)F)cc1)COc1ccc2ccccc2c1 (stereo not given) | ? | ? | ? | 4 | ? | 11 | 15 | 10 | 0.8 | ? | ?
CC(CCc1ccccc1)NC(=O)C1CCN(S(=O)(=O)N2CCCCC2)CC1 (stereo not given) | 99 | 103 | 100 | / | 101 | 2 | 5 | 10 | 0.7 | 100 | 95
Cc1cccc(NC(=O)CSc2nc(NS(=O)(=O)c3ccccc3)cc(=O)[nH]2)c1 | 94 | 95 | 92 | -24 | 96 | -1 | 4 | 39 | -0.7 | 101 | 93
Cc1ccc(Cl)cc1NC(=O)c1ccccn1 | 93 | 90 | 95 | 13 | 95 | 5 | 21 | 31 | 0.9 | 95 | 93
O=C(O)c1cccc(NC(=O)c2cccc(NC(=O)C3CCCO3)c2)c1 (stereo not given) | 98 | 104 | 98 | / | 99 | 2 | 15 | 16 | 3.1 | 101 | 97
CC1CC1C(=O)OCC(=O)NC(=O)NC12CC3CC(CC(C3)C1)C2 (stereo not given) | 90 | 93 | 90 | -20 | 92 | 1 | 27 | 12 | 0.4 | 93 | 93
Nc1nc(C(F)(F)F)cc(=O)n1N | 95 | 98 | 96 | 9 | 93 | -1 | 11 | 9 | -0.7 | 91 | 95
CC(=O)Nc1c2c(nn1-c1ccc(C)cc1C)CSC2 | 101 | 101 | 98 | 5 | 98 | 1 | 5 | 58 | 0.0 | 100 | 97
COc1ccccc1CNC(=O)c1ccccc1OC | 98 | 102 | 101 | 10 | 99 | 65 | 13 | 36 | 2.1 | 99 | 98
COC(=O)c1ccc2c(=O)n(CC3CCCO3)c(=S)[nH]c2c1 (stereo not given) | 103 | 108 | 107 | / | 100 | 12 | 19 | 25 | -0.1 | 101 | 100
COc1cc(C(c2sc3nc(C)nn3c2O)N2CCN(c3ccccc3)CC2)cc(OC)c1OC (stereo not given) | 101 | 102 | 97 | / | 99 | 1 | 7 | 19 | 0.3 | 102 | 97
O=C1Nc2ccccc2N(O)N1c1cc(-c2ccccc2)[nH]n1 | ? | ? | ? | -19 | ? | 0 | 20 | 9 | -0.1 | ? | ?
CCCCCc1ccc(CC(=O)O)cc1 | 101 | 103 | 103 | / | 102 | 11 | 15 | 32 | 0.9 | 102 | 99
Cc1cc2nc(C(C)(C)C)cc(N)n2n1 | 97 | 96 | 94 | / | 95 | 5 | 9 | 13 | 1.6 | 97 | 95
CCOC(=O)N(C)S(=O)(=O)c1ccccc1[N+](=O)[O-] | 101 | 98 | 98 | 12 | 99 | 3 | 11 | 16 | 2.7 | 104 | 99
CC(C)C(C(=O)NCc1ccco1)N(C(=O)CNS(=O)(=O)c1ccccc1)C1CCCC1 (stereo not given) | 101 | 104 | 101 | -4 | 100 | 1 | 37 | 20 | 0.7 | 102 | 98

Entries of single compounds, looked up by structure.
Results for CC(=O)Nc1c2c(nn1-c1ccc(C)cc1C)CSC2 → HRas wt GTP = 101; Rac1 wt GTP bind = 101; Cdc42 wt = 98; Pf gametocyte = 5; Rab2 wt GTP = 98; ABCG2 block = 1; Avidin fluor = 5; GSH fluor = 58; ABCB1 inh = 0.0; Rab7 wt modul = 100; Rac1 act GTP bind = 97
Results for Nc1nc(C(F)(F)F)cc(=O)n1N → HRas wt GTP = 95; Rac1 wt GTP bind = 98; Cdc42 wt = 96; Pf gametocyte = 9; Rab2 wt GTP = 93; ABCG2 block = -1; Avidin fluor = 11; GSH fluor = 9; ABCB1 inh = -0.7; Rab7 wt modul = 91; Rac1 act GTP bind = 95

Later entries
SMILES | HRas wt GTP | Rac1 wt GTP bind | Cdc42 wt | Pf gametocyte | Rab2 wt GTP | ABCG2 block | Avidin fluor | GSH fluor | ABCB1 inh | Rab7 wt modul | Rac1 act GTP bind
Clc1ccc(-c2nnc(CNC3CC3)o2)cc1 | 99 | 102 | 102 | -2 | 98 | 4 | 11 | 10 | -0.1 | 98 | 101
Nn1c(Cc2cccc3ccccc23)nnc1SCc1c(F)cccc1Cl | 98 | 102 | 99 | / | 98 | 9 | 6 | 9 | 0.4 | 99 | 97
CC(=O)Nc1ccc2c(c1)CN(c1cc(C)ccc1C)CO2 | 100 | 105 | 99 | 1 | 99 | 6 | 13 | 19 | 0.7 | 100 | 100
CCOc1nc(C)cc(C)c1S(=O)(=O)c1cccc(C)c1 | 94 | 95 | 93 | / | 95 | 7 | 8 | 23 | 0.3 | 98 | 94
O=c1cc(-c2cccc([N+](=O)[O-])c2)[nH][nH]1 | 99 | 102 | 99 | / | 99 | 0 | 11 | 6 | 0.0 | 96 | 99
Cc1ccc(NC(=S)NC(=O)CC2CC(C)(C)OC2=O)cc1 (stereo not given) | 97 | 101 | 98 | / | 98 | 1 | 7 | 14 | 0.1 | 96 | 95
CCOCCn1c(COc2ccccc2)nc2ccccc21 | 97 | 95 | 97 | / | 95 | 2 | 12 | 25 | -0.1 | 99 | 98
CN(Cc1cnccn1)Cc1ccccc1OCC(O)CN1CCc2ccccc2C1 (stereo not given) | 99 | 97 | 96 | -1 | 99 | 5 | 1 | 13 | 1.9 | 105 | 96
NNc1nc2c(Cl)c(Cl)ccc2s1 | 99 | 99 | 102 | -21 | 98 | -3 | 13 | 11 | -0.7 | 100 | 98
CCCOc1ccc(N2C(=O)CC(N3CCOCC3)C2=O)cc1 (stereo not given) | 97 | 96 | 97 | / | 95 | 2 | 10 | 27 | 0.8 | 96 | 97
COc1cc(CNn2nnnc2N)ccc1OCc1c(Cl)cccc1Cl | 98 | 97 | 98 | 5 | 98 | 9 | 11 | 15 | 0.7 | 97 | 98
Cc1ccc(C)n1NC(=O)c1cccs1 | 99 | 100 | 97 | / | 98 | 4 | 13 | 41 | -0.1 | 102 | 96
CCOC(=O)C1=C(C)NC(SCC(N)=O)=C(C#N)C1c1ccncc1 (stereo not given) | 99 | 102 | 100 | 22 | 99 | 1 | 12 | 50 | -0.2 | 99 | 100
N=C1CCCN1CC(=O)c1ccc(Cl)cc1 | 99 | 104 | 104 | -16 | 99 | -1 | 18 | 16 | 0.0 | 99 | 99
Cn1c2c(c(=O)n(C)c1=O)C(c1ccc(O)cc1)Nc1ccccc1O2 (stereo not given) | ? | ? | ? | / | ? | 1 | 13 | 10 | 0.3 | ? | ?
COc1cc(C)c(C)cc1S(=O)(=O)N1CCN(Cc2ccccc2)CC1 | 102 | 107 | 107 | / | 105 | 1 | 7 | 38 | 0.6 | 100 | 100
Cc1ccccc1-n1c(SCC(=O)N/N=C/c2c(C)nn(-c3ccccc3)c2C)nc2ccccc2c1=O | 92 | 93 | 93 | 3 | 89 | 17 | 6 | 9 | 15 | 93 | 89
Cc1ccc(-n2c(Cn3cnc4ccccc43)nnc2SCC(=O)O)cc1 | 105 | 108 | 107 | / | 103 | 4 | 22 | 29 | 0.3 | 100 | 102
O=C(CSc1nc2ccccc2[nH]1)NC(=O)NCc1ccco1 | 98 | 96 | 98 | -29 | 96 | -1 | 33 | 26 | -2.2 | 96 | 96
Cn1c(CSc2ncccn2)nnc1SCC(=O)N1CCCC1 | 99 | 104 | 99 | -4 | 98 | 2 | 12 | 12 | 0.4 | 105 | 97
COc1ccc(CCN(C)C(=S)NC(=O)c2ccc(F)cc2Cl)cc1OC | 97 | 96 | 96 | 14 | 96 | 0 | 12 | 13 | 7.3 | 90 | 97
O=C1N=c2ccccc2=C1c1sc(Nc2ccc(O)cc2)nc1O | 93 | 98 | 90 | -9 | 92 | -7 | 7 | 9 | -3.6 | 95 | 94
O=C(NCc1ccco1)C1CCCN(S(=O)(=O)c2cccc3nonc23)C1 (stereo not given) | 101 | 103 | 104 | -2 | 101 | 2 | 36 | 13 | 0.8 | 99 | 99
CCOc1ccc(NC2c3ccccc3C(=O)N2Cc2ccc3c(c2)OCO3)cc1 (stereo not given) | 100 | 98 | 98 | / | 99 | 1 | 7 | 25 | 0.4 | 100 | 96
COc1ccc2cnnc(SCC(=O)Nc3ccc(C(=O)O)cc3)c2c1OC | 96 | 99 | 98 | 1 | 96 | 2 | 14 | 13 | 0.1 | 98 | 97
C#CCOCCOCCOCCNc1nc(N2CCN(C(=O)Cn3cc(CC(C)O)nn3)CC2)nc(N2CCN(C(=O)[C@H](C)n3cc(CCCN=C(N)N)nn3)CC2)n1 (stereo not given in full) | 98 | 107 | 105 | / | 99 | 1 | 11 | 17 | 0.7 | 94 | 102
O=C(O)CSc1nnc(-c2ccc(S(=O)(=O)N3CCCC3)cc2)n1Cc1ccco1 | 101 | 102 | 101 | / | 100 | -1 | 7 | 12 | -0.3 | 99 | 100
Cc1cccc(-n2c(C)cc(/C=C3/C(=N)N4C(c5ccccc5)=CSC4=NC3=O)c2C)c1 | 98 | 99 | 99 | / | 96 | 0 | 4 | 15 | 0.2 | 97 | 97
O=C(CC1SC(=NC2CCCCC2)NC1=O)Nc1ccccc1 (stereo not given) | 100 | 100 | 99 | -27 | 98 | 1 | 21 | 12 | 0.2 | 100 | 97
CCC1CCCCN1C(=O)COC(=O)c1n[nH]c2ccccc12 (stereo not given) | 99 | 99 | 99 | / | 97 | 1 | 4 | 17 | -0.3 | 95 | 97
CCOC(=O)c1c(N2C(=O)C3CC(C)=C(C)CC3C2=O)sc(C)c1C (stereo not given) | 101 | 106 | 101 | / | 99 | 0 | 37 | 46 | 0.0 | 97 | 99
O=C(NN1CCOCC1)c1ccc(Cl)cc1 | 103 | 105 | 107 | 18 | 101 | 0 | 7 | 9 | -0.1 | 99 | 101
O=C(CCC(=O)Nc1ccc(F)cc1)N/N=C/c1c[nH]c2ccccc12 | ? | ? | ? | -28 | ? | 1 | 28 | 63 | 0.1 | ? | ?
Cc1cccc(NC(=O)Cc2noc3ccccc23)c1 | 99 | 105 | 99 | 12 | 98 | 6 | 5 | 14 | 0.7 | 101 | 98
O=c1[nH][nH]cc1C=NCc1cccc(C(F)(F)F)c1 | 100 | 99 | 100 | 3 | 98 | 0 | 20 | 9 | -0.3 | 102 | 95
